Screens (PubChem)
iPSC survival up = enhancers of human iPSC single-cell survival; hiPSC single-cell survival, ATPlite luminescence; 100% = ROCK inhibitor wells, 0% = DMSO; survival enhancement, % at 20 µM; 0.044% of 360,000 active; in the data active = survival enhancement above about 18%;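 note: cells exposed to compounds for 16 hours before the ATP read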
ABHD5 PLIN5 PPI = inhibitors of human ABHD5-perilipin-5 interaction; Split G. princeps luciferase complementation, luminescence, 4 h; 0.78% of 360,000 active; AID 602281; Q00G26+Q8WTS1; inhibition, % at 4 µM;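 active = inhibition above the mean inhibition across every tested compound plus 3 SD, cut at about 22% in these data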;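 note: 0% = DMSO only wells and the 100% control is not disclosed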
MC4R ag barr = human MC4R agonism via beta-arrestin; P32245; U2OS MC4R beta-arrestin complementation, luminescence; percent of melanotan II response, DMSO zero; activation, % at 8.9 µM; 0.98% of 360,000 active; AID 540308;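 active = activation above a per-plate cutoff, the mean activation of sample wells on that plate plus 3 SD, cut at about 8% in these data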
ABCB6 inh 2 = blocks the human ABCB6 transporter; Q9NP58; K562-ABCB6 porphyrin accumulation, flow cytometry, 1 h; active compounds read low; fluorescence ratio to DMSO, % at 10 µM; 0.19% of 360,000 active; AID 602162;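 active = fluorescence ratio to DMSO below 75%, the collection mean minus 3 SD; inconclusive = too few cells collected in the well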;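 note: signal is porphyrin accumulated inside mitochondria; 100% equals median channel fluorescence of DMSO control wells; lower ratio means ABCB6 inhibition with less porphyrin fluorescence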
Target sequence (Q9NP58 whole entry, looked up): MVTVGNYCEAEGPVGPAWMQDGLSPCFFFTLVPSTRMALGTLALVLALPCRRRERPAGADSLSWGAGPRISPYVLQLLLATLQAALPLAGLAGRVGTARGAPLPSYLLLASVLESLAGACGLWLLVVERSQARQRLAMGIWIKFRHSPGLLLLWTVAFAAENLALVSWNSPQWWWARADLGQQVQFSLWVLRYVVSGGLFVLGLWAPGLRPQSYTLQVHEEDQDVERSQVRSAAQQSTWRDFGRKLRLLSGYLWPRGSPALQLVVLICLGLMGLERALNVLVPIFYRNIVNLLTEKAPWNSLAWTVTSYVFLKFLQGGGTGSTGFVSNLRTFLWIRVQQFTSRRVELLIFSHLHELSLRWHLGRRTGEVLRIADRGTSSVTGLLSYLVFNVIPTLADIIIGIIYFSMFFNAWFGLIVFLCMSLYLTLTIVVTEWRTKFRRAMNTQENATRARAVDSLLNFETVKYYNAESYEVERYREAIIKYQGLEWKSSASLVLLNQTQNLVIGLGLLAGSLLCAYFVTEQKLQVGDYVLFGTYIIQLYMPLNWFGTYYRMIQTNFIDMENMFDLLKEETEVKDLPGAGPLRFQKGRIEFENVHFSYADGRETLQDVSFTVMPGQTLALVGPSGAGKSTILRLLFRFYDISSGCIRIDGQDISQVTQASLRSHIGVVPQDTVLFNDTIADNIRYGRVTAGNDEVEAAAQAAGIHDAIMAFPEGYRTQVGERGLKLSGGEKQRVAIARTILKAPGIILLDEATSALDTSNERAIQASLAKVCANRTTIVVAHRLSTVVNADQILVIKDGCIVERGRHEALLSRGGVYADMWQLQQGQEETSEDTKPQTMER
aDG glyco act = increases alpha dystroglycan glycosylation | activation, % at 10 µM | Pro5-aDG cells, alpha-DG glycosylation AlphaScreen (IIH6); 0% Pro5, 100% B10-LARGE cell signal | 0.22% of 360,000 active;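 active = activation of at least 8% versus controls, or a plate z-score of at least 8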;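 note: Pro5 are CHO cells carrying HIG-tagged alpha-DG that lacks glycosylation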
HTR2A ag = agonists of mouse serotonin 5-HT2A receptor (HTR2A) | activation, % at 7.6 µM | CHO-K1 mHTR2A beta-arrestin complementation, luminescence; percent of 30 µM serotonin response | 0.66% of 360,000 active | AID 624169;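 active = activation above a run cutoff, the mean activation of all tested compounds plus 3 SD, cut at about 14% in these data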;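 note: 0% = plate median of compound wells and 100% = 30 µM serotonin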
Glyco luc inh = blocks N-linked glycosylation in D54 reporter cells; D54 ERlucT glycosylation luciferase reporter, 24 h; percent of 100 nM tunicamycin response; AID 588692; reporter increase, % at 12.5 µM; 0.23% of 360,000 active;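 active = mean luciferase reporter signal, scaled so untreated is 0 and the glycosylation-blocking control 100, at or above a set limit in every replicate; inconclusive = mean reaches the limit but not every replicate does; inactive = mean below the limit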;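 note: luciferase carries N-glycosylation sites so blocking glycosylation raises the light; 0% = median of neutral control wells and 100% = median of 100 nM tunicamycin wells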
MC4R antag cAMP = human MC4R antagonism in cAMP assay. P32245. MC4R-expressing cells, MTII-stimulated cAMP, LANCE TR-FRET. inhibition, % at 6.5 µM. 0.48% of 360,000 active. AID 540295;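 active = inhibition above its plate's cutoff, the mean of tested wells on that plate plus 3 SD, cut at about 29% in these data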;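 note: 0% = Melanotan II alone and 100% = Melanotan II plus saturating MCL0020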
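Material: U2OS-MC4R stable cell line | Reagent: Melanotan II challenge after compound preincubation | Doses: One concentration, 6.5 µM nominal | Incubation: 30-min compound preincubation, 1-h Melanotan II challenge, 1-h detection, room temperature | Signal: TR-FRET cAMP assay | Replicates: One well per compound, no replicates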
Exocytosis inh = lytic granule exocytosis inhibition; TALL-104 LAMP-1 surface exposure, flow cytometry; cells stimulated with thapsigargin and PMA; inhibition, % at 10 µM; 0.66% of 360,000 active;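 active = inhibition above about 55%, limit read from the data; inconclusive = no clear call, values can overlap the other calls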
H9c2 protect = myocardial damage modulation in H9c2 cells | 0.63% of 360,000 active | H9c2 cardiomyocytes, H2O2 injury protection, ATPLite, 2 h | AID 588492 | protection from H2O2 cell death, % at 20 µM;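 active = compounds giving at least 50% protection of heart cells from peroxide-induced death in the single-dose screen, raw or plate-pattern-corrected value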;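 note: 0% = DMSO wells with peroxide and 100% = DMSO wells without peroxide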
An asterisk follows results filed as active; ? = inconclusive; . = not tested or not shown. Outcome played no part in choosing rows; about 4.5% have a hit in one of these screens.

SMILES	iPSC survival up	ABHD5 PLIN5 PPI	MC4R ag barr	ABCB6 inh 2	aDG glyco act	HTR2A ag	Glyco luc inh	MC4R antag cAMP	Exocytosis inh	H9c2 protect
CC1Cc2ccccc2N1C(=O)COC(=O)C1(c2ccccc2F)CCCC1 (stereo unspecified)	-1.2	-5	-3.0	96	0.2	-7	-5	0	-8	-4
O=c1c2c(nc3c(-c4cccc5ccccc45)c[nH]n13)CCC2	7.2	3	-0.9	115	-0.2	-4	0	11	2	16
CCOc1cc(C(N)=O)cc(Br)c1OCc1ccccc1	0.1	-2	-1.9	100	0.0	0	1	6	0	5
COc1ccc(CCNC(=O)c2nnn(-c3cc(C)cc(C)c3)c2N)cc1OC	0.4	-1	-2.2	90	0.2	-1	2	-4	-2	8
CCCN1CCC(N2CCCC(C(=O)O)C2)CC1 (stereo unspecified)	0.7	4	-2.5	97	0.0	2	-3	-2	4	1
O=C(N/N=C\c1cccc(F)c1)c1ccc(-c2ccccc2)cc1	-0.3	9	-1.5	96	0.3	-4	-3	11	2	2
COc1ccc(C(CCNCc2ccc(OC)c(OC)c2)c2ccc(F)cc2)cc1 (stereo unspecified)	-0.6	4	-1.7	92	-0.1	-3	0	9	-3	-4
COc1ccc(CNc2ncnc3cc(OC)c(OC)cc23)cc1	0.0	1	0.0	99	0.5	0	0	14	3	-10
OCC1(Cc2ccc(F)cc2F)CCCN(Cc2ccc(Cl)cc2)C1 (stereo unspecified)	0.7	-2	1.6	95	-0.2	-6	-5	6	43	-5
CCOC(=O)[C@]12CCCC=C1N(Cc1ccco1)C(=O)[C@H](CC(=O)NCCCOC)C2	1.1	2	.	92	0.1	2	.	.	5	.
Cc1cc(N/N=C/c2cccc(F)c2)nc(NCc2ccccc2)n1	-0.7	5	-0.4	103	0.7	-9	-2	14	42	-14
CCOc1ccc(C(C)=O)cc1COC(=O)c1ccc2c(c1)NC(=O)CS2	0.1	2	-0.1	90	-0.3	2	1	-15	-1	20
CCC(C(=O)OCC(=O)Nc1ccc(OC)cc1OC)c1ccccc1 (stereo unspecified)	0.8	-9	0.8	100	0.4	2	0	-6	-4	-5
N#Cc1ccc(S(=O)(=O)N2CCc3[nH]c4ccc(F)cc4c3C2)cc1	-0.4	6	1.7	96	0.0	-6	-2	-1	3	-5
O=C(O)c1nn(Cc2nc3ccccc3o2)c(=O)c2ccccc12	-0.2	4	-2.6	99	-0.1	2	2	-2	-6	34
Cn1cc(/C=C(\NC(=O)c2ccccc2Cl)C(=O)N2CCOCC2)c2ccccc21	-0.5	1	-0.8	93	0.2	8	5	-4	0	9
Cc1ccc(CNC(=O)c2nnc(CS(=O)(=O)c3ccccc3)o2)cc1	0.2	2	-0.1	95	-0.4	4	0	11	0	3
COc1cc(OC)c(C(=O)Nc2cccc3ccccc23)cc1OC	0.3	-1	1.0	101	0.1	-3	5	8	0	11
O=C(Nc1nnc(-c2ccc(Br)cc2)o1)c1cccc(N2C(=O)CCC2=O)c1	-0.3	3	-4.0	96	-0.3	-7	4	4	-3	-7
COc1ccccc1NC(=O)c1cc2ccccc2o1	-2.6	6	0.0	117	-0.2	3	-4	2	-2	-12
CCc1ccccc1NC(=O)CSc1nnc(CCNC(=O)OC(C)(C)C)o1	-0.3	2	0.3	101	0.1	2	0	1	2	-5
CCOC(=O)C1(CCOc2ccccc2)CCN(Cc2ccc(OC)c(COC)c2)CC1	0.7	-6	3.7	95	0.4	-9	-1	2	74*	-13
O=C(CCNC(=O)C1CCN(S(=O)(=O)c2ccc(F)cc2)CC1)NCc1ccc(Cl)cc1	1.3	-1	-1.6	110	0.2	0	0	12	-4	1
O=C(CCS(=O)(=O)Cc1ccccc1)N1CCN(Cc2ccccc2)CC1	2.0	0	1.8	97	-0.1	0	0	-1	-2	-4
Cc1ccccc1OCc1nnc(SC(C)C(=O)O)n1-c1ccccc1 (stereo unspecified)	2.6	0	-1.0	105	0.0	2	1	42*	-6	1

Other results follow.
SMILES	iPSC survival up	ABHD5 PLIN5 PPI	MC4R ag barr	ABCB6 inh 2	aDG glyco act	HTR2A ag	Glyco luc inh	MC4R antag cAMP	Exocytosis inh	H9c2 protect
CCNC(=O)C1(C)CCN(C(=O)c2ccccc2)C1 (stereo unspecified)	3.8	-9	1.3	101	-0.1	13	2	6	8	-1
Cn1ncc(N=Cc2c(O)ccc3ccccc23)c1C(=O)N1CCOCC1	-1.5	1	-0.7	105	0.0	5	1	3	-4	15
Cc1csc2c(=O)sc(NC(=O)c3cccs3)nc12	0.1	-9	8.5*	95	-0.1	-1	6	-17	-1	0
CCOc1cccc(/C=N/NS(=O)(=O)c2ccc(C)c([N+](=O)[O-])c2)c1O	-0.3	-1	-3.5	102	-0.2	0	1	0	-2	-2
O=C(OCC(=O)N1CCCCC1)c1n[nH]c(=O)c2ccccc12	0.3	-2	-0.4	94	0.0	-3	1	-5	2	34
CCCc1nc(SCc2ccc(OCC)cc2)n[nH]1	0.4	-6	-2.0	99	0.1	-4	1	13	4	-5
Cc1cc(/C([O-])=C(/C(=S)Nc2ccc(F)cc2)[n+]2ccccc2)c(C)n1-c1ccc(F)cc1	6.0	-14	-1.4	101	0.1	-1	-4	-1	-1	-3
N/C(CN1CCCCC1)=N\S(=O)(=O)c1cc(Cl)cc(Cl)c1	-0.5	-2	-0.1	102	0.0	-5	1	21	-1	5
COc1cc(/C=C/C(=O)O)ccc1S(=O)(=O)N1CCCc2ccccc21	-2.9	2	1.1	99	0.5	4	3	6	-2	13
C=CCNc1nc(Nc2ccc(Cl)cc2)nc(OC)n1	-1.8	3	0.1	89	0.5	-1	1	-6	-5	-6
CCOCCCNC(=O)C1(O)c2cc(Br)ccc2NC(=O)N1c1ccc(OCC)cc1 (stereo unspecified)	0.1	-4	-0.2	81	0.0	-5	0	0	12	9
Cc1ccccc1NC(=O)c1ccccc1O	0.2	-2	-0.4	97	-0.2	5	-1	16	-4	-6
CCOC(=O)N1CCN(S(=O)(=O)c2cc(C)c(C)cc2C)CC1	-0.7	-10	-1.0	97	0.3	-6	0	-2	1	0
O=C(O)c1ccc2nc(-c3ccccc3)sc2c1	1.0	0	-1.6	102	0.1	2	-13	-1	2	-6
COc1ccc(C2=NCC(CSc3nnnn3C)S2)cc1 (stereo unspecified)	-2.6	-19	-3.5	95	0.0	-2	6	-5	-2	8
CCNC(=O)COC(=O)c1ccc(-n2nc(C)cc2C)cc1	-0.2	-2	-1.5	97	0.0	-3	0	8	0	3
COc1ccc(CNC(=O)c2cccc3c2C(=O)N(CC2CCCO2)C3)cc1 (stereo unspecified)	5.1	6	-1.3	594	6.2	-2	-3	18	-2	2
CCN(CC)CCNc1cccc2sc3ccccc3c(=O)c12	-3.0	9	0.8	97	-0.1	-9	?	-4	0	-1
COCCNC(=O)Cn1nc(-c2ccccc2C)ccc1=O	0.0	-6	-0.4	96	0.1	-1	0	0	-3	1
CCCNC(=O)C1(C)CCN1C(=O)Cc1ccc(-c2ccccc2)cc1 (stereo unspecified)	-1.5	6	-0.8	101	0.4	2	-3	1	-7	-9
COc1ccc2c(c1)sc1nc(-c3ccccc3)cn12	-8.7	-9	-1.7	98	14*	2	-15	-21	10	-36
C[C@H](O)[C@@H]1C(=O)N2CCc3c([nH]c4ccccc34)[C@@H]2C[C@@H]1N(C)S(=O)(=O)c1ccccc1	8.0	-5	1.5	103	0.5	4	0	9	-1	7
COC(=O)c1ccncc1C(=O)Nc1ccc(F)cc1	3.1	8	0.3	98	1.1	6	1	-7	1	6
O=C(O)c1ccc(NC(=O)c2cn(-c3ccccc3)nc2-c2ccc(F)cc2)cc1	0.6	1	-0.1	94	-0.2	6	0	4	0	-2
COC(=O)c1[nH]c2ccc(Cl)cc2c1NC(=O)C1CC1	-2.1	-4	-0.9	103	0.2	-2	2	-5	2	-7

Some of these compounds in order of the ABHD5 PLIN5 PPI value, falling:
Molecule	ABHD5 PLIN5 PPI
CCOC(=O)[C@]12CCCC=C1N(Cc1ccco1)C(=O)[C@H](CC(=O)NCCCOC)C2	2
COc1ccc(CNc2ncnc3cc(OC)c(OC)cc23)cc1	1
COc1ccc(C2=NCC(CSc3nnnn3C)S2)cc1 (stereo unspecified)	-19

An excerpt from above with just HTR2A ag, H9c2 protect and iPSC survival up:
canonical_smiles	HTR2A ag	H9c2 protect	iPSC survival up
CCCc1nc(SCc2ccc(OCC)cc2)n[nH]1	-4	-5	0.4
Cc1cc(/C([O-])=C(/C(=S)Nc2ccc(F)cc2)[n+]2ccccc2)c(C)n1-c1ccc(F)cc1	-1	-3	6.0
N/C(CN1CCCCC1)=N\S(=O)(=O)c1cc(Cl)cc(Cl)c1	-5	5	-0.5
COc1cc(/C=C/C(=O)O)ccc1S(=O)(=O)N1CCCc2ccccc21	4	13	-2.9
C=CCNc1nc(Nc2ccc(Cl)cc2)nc(OC)n1	-1	-6	-1.8
CCOCCCNC(=O)C1(O)c2cc(Br)ccc2NC(=O)N1c1ccc(OCC)cc1 (stereo unspecified)	-5	9	0.1

Following part
SMILES	iPSC survival up	ABHD5 PLIN5 PPI	MC4R ag barr	ABCB6 inh 2	aDG glyco act	HTR2A ag	Glyco luc inh	MC4R antag cAMP	Exocytosis inh	H9c2 protect
O=C(c1sc(N2CCOCC2)nc1-c1ccccc1)N1CCCCC1	-1.7	4	-1.8	95	-0.2	-2	0	10	0	5
COc1ccccc1C(=O)OCC(=O)c1ccc(CNC(C)=O)s1	-0.2	14	-1.5	97	0.0	-6	0	3	-3	-13
O=C(COC(=O)c1cc(S(=O)(=O)N2CCOCC2)c(Cl)cc1Cl)c1ccc[nH]1	-0.1	0	-1.5	90	0.2	-7	0	-1	-7	0
Cc1ccc2c(c1)=N/C(=N\c1[nH]c(O)c3ccccc13)N=2	1.4	4	0.2	103	0.1	-4	0	7	-5	26
COc1ccc(S(=O)(=O)N(C)c2ccc(C(=O)N3CCC(C(N)=O)CC3)cc2)cc1OC	-1.0	-6	-3.2	91	0.0	-1	-1	-4	0	-4
CCCNC(=O)c1cc2c(c(-c3cccc(-c4ccccc4F)c3)n1)[C@@H](CCO)N(C(=O)CC1CC1)C2	0.0	18	.	92	0.2	-3	.	.	-3	.
CSc1nnc(NC(=O)c2nc(S(=O)(=O)Cc3ccccc3)ncc2Cl)s1	2.2	23*	-3.3	104	-0.4	12	-11	23	35	-11
